OXTR potentiator – human OXTR potentiators, primary screen, fluorescence, CHO-OTR cells, Fluo-8 calcium | Oxytocin receptor (Homo sapiens), P30559 | Fluo-8 calcium fluorescence, potentiator mode; 0% = oxytocin EC15, 100% = EC100 | activation, % at 3 µM | actives 0.061% (n = 320,000) | AID 2445, 2010;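 active = activation above that plate's cutoff, the mean activation of tested compounds plus 3 SD, cut at about 6.6% in these data, passing the limit was not always enough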;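 note: 100% uses oxytocin at 75 nM as the full agonist control; some results filed as inactive read as strong as hits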
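Material: human OTR in CHO cells. Compound: 3.0 µM, one dose. Timing: compound 6 min at room temperature before oxytocin, 100 s read. Evaluation: % activation of max/min ratio relative to oxytocin controls. Replication: single well per compound, singlicate. Signal: Fluo-8 calcium dye fluorescence.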
CHO parental Ca – ATP-evoked calcium signal inhibitors, parental CHO, primary screen, counter-screen for OX1R antagonist project, cell-based, fluorescence, Fluo-8 calcium dye; parental CHO-K1, ATP-induced calcium, Fluo-8 fluorescence; inhibition, % at 5.6 µM; actives 0.63% (n = 330,000); AID 463079, 2010;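 active = inhibition above that plate's mean sample inhibition plus 3 SD, cut at about 26% in these data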;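 note: 0% = ATP-challenged DMSO wells and 100% = DMSO wells without ATP; some compounds past the cut are filed as inactive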
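material = parental CHO cells | also added = ATP as calcium-mobilizing challenge | dosing = single point at 5.6 µM | detection = intracellular calcium via Fluo-8 no-wash fluorescent dye | read-out = % inhibition | benchmarks = low control ATP plus DMSO, high control DMSO only | repeats = one well per compound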
CHRM1 PAM – human M1 muscarinic receptor positive allosteric modulators, primary screen, CHO-K1 cells, Fluo-8 calcium fluorescence, 1536-well; activation, % at 3 µM; AID 588819, 2011; CHO-K1 hM1, ACh EC20; 0% = ACh EC20, 100% = maximal ACh; actives 0.088% (n = 360,000); Muscarinic acetylcholine receptor M1 (Homo sapiens), P11229; in the data active = activation above about 19%, passing the limit was not always enough
Target sequence (P11229 whole entry, looked up): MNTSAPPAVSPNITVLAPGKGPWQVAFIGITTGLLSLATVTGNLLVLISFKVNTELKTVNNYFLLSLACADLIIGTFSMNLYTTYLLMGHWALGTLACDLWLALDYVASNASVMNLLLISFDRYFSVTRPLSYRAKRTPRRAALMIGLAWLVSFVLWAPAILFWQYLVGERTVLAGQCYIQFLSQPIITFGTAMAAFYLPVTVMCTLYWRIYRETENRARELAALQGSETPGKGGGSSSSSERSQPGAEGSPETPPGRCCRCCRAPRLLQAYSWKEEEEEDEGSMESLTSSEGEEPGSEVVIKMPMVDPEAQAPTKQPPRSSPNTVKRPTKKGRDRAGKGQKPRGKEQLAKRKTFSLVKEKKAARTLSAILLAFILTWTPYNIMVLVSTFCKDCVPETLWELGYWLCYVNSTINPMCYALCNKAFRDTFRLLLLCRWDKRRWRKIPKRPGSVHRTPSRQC
CHRM1 antagonist – human M1 muscarinic receptor antagonists, primary screen, CHO-K1 cells, Fluo-8 calcium fluorescence, 1536-well | inhibition, % at 3 µM | actives 1.3% (n = 360,000) | CHO-K1 hM1, ACh EC80 antagonist | Muscarinic acetylcholine receptor M1 (Homo sapiens), P11229;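 active = percent inhibition above its own plate's cutoff, namely the mean of that plate's compound wells plus 3 SD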;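 note: peak over basal fluorescence ratio during 140 s after agonist addition; 0% = ACh EC80 plus DMSO and 100% = DMSO alone without agonist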
V1R ag counter – agonists of human V1a receptor, primary screen, counter-screen for OXTR agonist project, fluorescence, CHO-V1R cells. Vasopressin V1a receptor (Homo sapiens), P37288. Fluo-8 calcium fluorescence, agonist mode; 0% DMSO, 100% 3 nM vasopressin. activation, % at 3 µM. actives 0.25% (n = 320,000);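 active = activation above the mean activation of all tested compounds plus 3 SD, per screening run, cut at about 20% in these data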;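 note: signal is peak over basal fluorescence ratio across a 100 second FLIPR read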
TAAR1 antagonist – human TAAR1 antagonists, primary screen, Fluo-8 calcium fluorescence, CHO RD-HGA16 cells; Trace amine-associated receptor 1 (Homo sapiens), Q96RJ0; antagonist; inhibition, % at 3 µM; actives 1.5% (n = 360,000);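 active = inhibition above a per-plate cutoff, the mean inhibition of test compounds on that plate plus 3 SD, cut at about 49% in these data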;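 note: 0% = DMSO plus EC80 beta-PEA response and 100% = DMSO alone without agonist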
Target sequence (Q96RJ0 whole entry, looked up): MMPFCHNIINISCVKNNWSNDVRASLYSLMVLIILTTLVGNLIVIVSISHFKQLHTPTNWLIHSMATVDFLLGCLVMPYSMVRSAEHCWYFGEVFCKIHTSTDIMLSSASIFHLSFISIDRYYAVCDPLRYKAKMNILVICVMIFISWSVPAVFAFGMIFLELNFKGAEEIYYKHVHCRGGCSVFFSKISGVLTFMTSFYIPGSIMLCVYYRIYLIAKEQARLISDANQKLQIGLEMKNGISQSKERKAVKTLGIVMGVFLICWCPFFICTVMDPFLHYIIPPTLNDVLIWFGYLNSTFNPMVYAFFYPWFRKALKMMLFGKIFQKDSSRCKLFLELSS
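Assay system: CHO-derived RD-HGA16 cells stably expressing human TAAR1 plus Gα16. Timing: 140 s kinetic read after compound, 140 s after agonist. Technique: kinetic Fluo-8 calcium fluorescence measurement. Measure: % inhibition of agonist calcium response.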
TAAR1 ag – human TAAR1 agonists, primary screen, Fluo-8 calcium fluorescence, CHO RD-HGA16 cells; vehicle wells 0%, saturating PEA agonist 100%; Trace amine-associated receptor 1 (Homo sapiens), Q96RJ0; activation, % at 3 µM; actives 0.99% (n = 360,000);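 active = activation above the mean activation of all test compounds in the run plus 3 SD, cut at about 38% in these data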
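System: CHO-derived RD-HGA16 cells with stable Gα16 and human TAAR1. Times: 17-24 h plating, Fluo-8 75 min 37 °C, 30 min RT. Measured by: calcium-sensitive Fluo-8 signal, excitation 470-495, emission 515-575 nm. Read-out basis: % activation relative to PEA EC100 response. Control set: DMSO and PEA EC100. Repeats: no replicates (n 1).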
CHRM1 agonist – human M1 muscarinic receptor agonists, primary screen, Fluo-8 calcium fluorescence, CHO-K1 cells, HTS | Muscarinic acetylcholine receptor M1 (Homo sapiens), P11229 | CHO-K1 hM1, agonist mode; 0% DMSO, 100% acetylcholine EC100 | activation, % at 3 µM | actives 0.33% (n = 360,000);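 active = activation above the run's mean compound activation plus 3 SD, cut at about 16% in these data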;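 note: peak over basal fluorescence ratio within a 140 s kinetic read after compound addition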
OXTR agonist – human OXTR agonists, primary screen, fluorescence, CHO-OTR cells, Fluo-8 calcium | activation, % at 3 µM | AID 2435, 2010 | actives 0.32% (n = 320,000) | Fluo-8 calcium fluorescence; normalized: DMSO 0%, oxytocin 100% | Oxytocin receptor (Homo sapiens), P30559;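 active = activation above the mean of all tested compounds plus 3 SD, cutoff set per screening run, cut at about 20% in these data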;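 note: peak over basal fluorescence ratio from a 100 s FLIPR kinetic read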
Active calls of the source: *; x = not tested or not shown; & = joins results of further samples.

Structure	OXTR potentiator	CHO parental Ca	CHRM1 PAM	CHRM1 antagonist	V1R ag counter	TAAR1 antagonist	TAAR1 ag	CHRM1 agonist	OXTR agonist
Cn1c(=O)[nH]c(=O)c2c1nc(N1CCN(CCO)CC1)n2CCSc1nc2ccccc2s1	-1	6	17	-28	0.4	-15	1	3	0.3
NNC(=O)c1csc(COc2cc(Cl)cc(Cl)c2)n1	0	-10	2	-11	-0.7	0	9	-3	-1.9
Cc1nn(CC(=O)Nc2ccc3c(c2)oc2ccccc23)c(=O)c2ccccc12	-7	-12	1	-1	-1.6	8	-1	-2	-1.2
CCOc1cccc(NC(=O)CSc2nc(C)c3c(c2C#N)CCCC3)c1	-4	-5	17	-10	0.6	0	6	-2	0.2
N#CCN1CCN(CC(=O)Nc2cccc3ccccc23)CC1	-6	-13	-5	14	0.1	-8	1	-3	0.1
CCOC(=O)c1ccc2c(c1)NC(=O)C(N1CCN(c3ccc(OC)cc3)CC1)S2 (stereo not drawn)	-6	0	23	-22	0.4	0	-1	5	0.2
O=[N+]([O-])c1cccc(-c2nnc3c4ccccc4c4ccccc4n23)c1	1	-12	5	-9	-0.8	16	3	-2	-2.3
CCCOC(=O)/C(=C\c1ccc([N+](=O)[O-])o1)NC(=O)c1ccccc1	-1	-12	1	-17	-0.3	10	8	-5	-0.7
O=C(C1=C(O)C(=O)N(CCCN2CCOCC2)C1c1ccc(Cl)cc1)c1cc2ccccc2o1 (stereo not drawn)	-6	-16	x	x	0.0	-3	1	x	0.5
COc1ccc(Cl)cc1NC(=O)CN(C)C(=O)Cn1cnnn1	-2	-3	-6	6	0.0	-13	3	-2	1.1
CC(=O)Nc1nnc(-c2ccccn2)o1	-4	-7	9	-9	0.3	-10	5	-5	-0.3
CCOc1ccc(NC(=O)NNC(=O)c2cc3ccccc3cc2O)cc1	-7	7	15	-17	7.0	-4	0	1	0.2
O=C(COC(=O)c1ccc2c(=O)n3c(nc2c1)CCC3)Nc1ccccc1F	-6	-6	2	0	0.3	-8	3	-6	0.1
O=C1/C(=C/c2ccsc2)N2CCC1CC2	2	2	-1	7	0.3	1	-1	-4	-1.1
CC12CN(C(=O)c3ccc(Cl)cc3)C3(C#N)CC1CCC23C (stereo not drawn)	-15	-10	3	-1	-0.5	1	1	-5	-2.6
Cc1ccc(F)cc1NC(=O)N1CCN(c2ccnc3cc(Cl)ccc23)CC1	-17	-26	-7	4	13	-2	4	-1	5.8
CC(=O)N1CCN(c2ccc(NC(=S)NC(=O)/C=C/c3ccccc3)cc2)CC1	-4	-20	x	x	1.8	2	4	x	1.2
COc1ccc(CCNC(=O)C(=O)NCC2OCCN2S(=O)(=O)c2ccc(OC)c(OC)c2)cc1OC (stereo not drawn)	-4	-13	2	-7	0.3	5	1	-3	-0.3
CC(C)Cn1cnc2c(SCc3ccccc3F)nc(N)nc21	x	x	-2	-6	x	0	-1	3	x
COc1ccc(N2C3=C(C(=O)CC(C)(C)C3)C(c3cnn(C)c3)C3=C2CC(C)(C)CC3=O)cc1	-5	-18	0	12	2.6	-10	3	-2	-1.0
CCOc1ccc(NC(=O)CN2CCN(CC(=O)Nc3ccccc3OC)CC2)cc1	1	-17	5	-3	0.3	-13	2	-4	-1.4
Cc1ccccc1NC(=O)Nc1nc(C(N)Cc2ccccc2)cs1 (stereo not drawn)	x	x	1	-2	x	25	32	10	x
Cc1noc(C)c1CSc1nnc2scc(-c3ccccc3)n12	4	0	11	-6	-0.9	-20	10	-3	-0.4
O=C(CN(Cc1ccco1)C(=O)CNS(=O)(=O)c1ccc(Cl)cc1)NC1CCCCC1	-18	-26	1	-20	1.4	1	7	-3	0.7
Cc1sc2nc(CSCC(=O)Nc3ccc(Cl)cc3F)[nH]c(=O)c2c1C	x	x	2	-12	x	-28	2	-5	x
O=C(NCCc1ccccc1)C(=O)NCC1OCCCN1S(=O)(=O)c1cccs1 (stereo not drawn)	0	-22	2	-8	0.6	41	68*	-2	-0.1
CCOCCCn1c(=NC(C)=O)c(C#N)cc2c(=O)n3cccc(C)c3nc21	-2	-20	-2	7	-0.8	-34	3	-5	-2.1
c1ccc(-c2csc(N3CCSCC3)n2)cc1	-15	-4	5	-1	-1.4	-1	18	-9	-2.4
Cc1ccc(-c2nn[nH]n2)cc1	-17	2	7	-2	-0.2	-2	0	0	0.3
Cc1cc(C)n(CCNC(=O)c2cc(COc3ccc(F)cc3Cl)on2)n1	-20	-4	-8	4	4.6	47	20	-3	4.2

(cont.)
Structure	OXTR potentiator	CHO parental Ca	CHRM1 PAM	CHRM1 antagonist	V1R ag counter	TAAR1 antagonist	TAAR1 ag	CHRM1 agonist	OXTR agonist
O=C1CS(=O)(=O)N(Cc2cccc(F)c2)c2ccc(Br)cc21	-3	-14	3	0	-0.1	9	3	-4	-1.0
CCn1cc(C(=O)N[C@@H](CCSC)C(=O)NCCCn2ccnc2)c(=O)c2cc3c(cc21)OCO3	-12	12	-3	6	1.0	3	0	-6	1.1
CNNC(=S)Nc1cccc(C(F)(F)F)c1	3	-12	6	-4	0.2	-24	1	-7	-3.1
Cc1ccc(S(=O)(=O)Cn2nnnc2C(C(C)C)N2CCC(C(N)=O)CC2)cc1 (stereo not drawn)	-8	-17	-3	8	-0.5	8	-1	-5	0.2
Cc1ccc(F)c(S(=O)(=O)NC(=O)C2(C)CCN2C(=O)c2ccco2)c1 (stereo not drawn)	x	x	10	-17	x	-23	2	-4	x
NS(=O)(=O)c1ccc(CCNC(=O)CN2C(=O)COc3ccc(S(=O)(=O)N4CCCC4)cc32)cc1	-5	0	10	-8	0.4	-32	2	0	-0.4
O=C(Nc1ccc(O)cc1)C1CCCO1 (stereo not drawn)	-3	-2	5	5	0.4	17	8	-1	0.7
N#C/C(=C(/O)COC(=O)c1cccnc1Cl)c1nc2ccccc2[nH]1	-7	-13	8	-11	0.7	6	5	-5	0.8
O=C(/C=C1\SC(=O)N(CC(=O)Nc2ccc(F)cc2)C1=O)Nc1ccc(Cl)cc1	3	-5	3	0	0.2	13	3	-5	1.5
O=C(NCc1ccc(F)cc1)c1ccc(NC(=O)C2CCCO2)cc1 (stereo not drawn)	-9	10	14	-13	-0.4	6	1	-1	0.5
COc1ccc(C=NCC2COc3ccccc3O2)cc1OC (stereo not drawn)	-1	2	7	-22	1.0	14	67*	-2	-0.3
COc1ccc(/C=N/NC(=O)Cc2cc(OC)c(OC)cc2[N+](=O)[O-])cc1	-4	-3	9	-5	0.7	8	5	0	0.4
C=CCNC(=S)NNC(=O)CCC(O)CCCCC (stereo not drawn)	-10	2	-3	13	-0.3	-19	6	-1	-0.4
CCOC(=O)CC1(C)OCC(C[N+]2(C)CCCCC2)O1 (stereo not drawn)	-10	-2	-2	8	1.3	-6	17	-6	-0.5
CCCCC(=O)Nc1cc(Cl)ccc1C(=O)O	-8	10	7	2	0.5	3	7	-3	0.8
C=CCn1c(COc2ccc(CC)cc2)nnc1SC/C(O)=C(\C#N)c1nc2ccccc2[nH]1	-12	-18	-9	15	0.8	11	4	-4	-2.1
COC(=O)[C@@H]1C[C@@]2(O)[C@H](O)[C@H](O)[C@H](O)C[C@H]2N1Cc1ccc(C(F)(F)F)cc1	-11	-5	-2	4	0.2	-2	1	-3	-0.7
CCN1CCN(C(=S)NCCOC)CC1	-9	5	-3	5	1.3	3	0	-7	0.3
CCn1cc(C(=O)OCC(=O)Nc2ccccc2OC(F)F)c(=O)c2ccc(C)nc21	-4	-23	-8	9	0.8	12	1	-3	-0.7
CCN(C(=O)Cn1c(=O)n2nc(CCn3nc(C)cc3C)nc2c2ccccc21)c1cccc(C)c1	-2	-13	-3	-1	-0.3	-15	1	-5	-0.8
C/C(N)=C(/C#N)C(=O)COC(=O)COc1ccc(Cl)cc1	-16	-18	5&7	-12&-12	13	-6&0	3&11	2&-1	7.8
O=C1NC2=C(C(=O)CCC2)C(c2ccccc2Cl)N1 (stereo not drawn)	-9	-1	3	-5	1.0	6	1	-4	-0.8
Cc1ccc(N2C(=O)C3C4C=CC(CC4)C3C2=O)cc1[N+](=O)[O-] (stereo not drawn)	1	-15	12	-18	0.5	-4	0	-3	0.2
Cc1cc(Sc2nnc(/N=C/N(C)C)s2)c2ccccc2n1	-2	-4	4	-1	1.4	-33	2	-2	-0.9
CCOC(=O)CNC(=O)Cn1c(C)cc2ccccc2c1=O	-1	-6	2	-23	0.7	0	7	-3	-0.7
O=C(COC(=O)c1ccc(S(=O)(=O)NCc2ccco2)cc1)Nc1ncc(Cl)cc1Cl	-1	-6	5	-4	1.3	-1	2	-6	0.8
Cn1c(=O)c2c(SCC(=O)Nc3ccccc3F)nc(-c3ccccc3F)nc2n(C)c1=O	0	1	4	-9	-0.7	-15	0	-1	0.3
CC(C)(C)c1ccc(OCCC(=O)OCC(=O)NCc2ccccc2)cc1	-8	-25	1	-1	1.9	26	2	-1	1.0
Cc1cccc2cncc(OCc3nnc(SC(F)F)n3C)c12	-5	-22	-5	7	0.1	5	1	-4	-1.2
COC(=O)C1CCN(c2ccc(Cl)nn2)CC1	-15	-1	6	-2	0.8	6	3	-11	0.1
COc1ccc(C(=O)Nc2ccc(NC(=O)c3cccs3)cc2)cc1[N+](=O)[O-]	7	-2	-4	15	0.8	2	1	-3	0.0
CCN(CC)CCN(Cc1cc2cc3c(cc2[nH]c1=O)OCO3)C(=S)NCC(C)C	-7	-12	7	-17	0.3	1	3	-8	-1.7
